# Screening data from PubChem.
# DT40 TDP1 no CPT = qHTS for Inhibitors of human tyrosyl-DNA phosphodiesterase 1 (TDP1): qHTS in cells in absence of CPT; DT40 Tdp1-/- hTDP1 cells, no CPT, ATP luminescence, 48 h; Potency, µM (titrated, usually from 46.2 µM), for inactives: at the highest dose activity change, negative = growth inhibition, usual class: inhibitors; 15% of 420,000 active; further: nearly all actives have a fitted effect of over 55% in size
#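 Camptothecin absent (DMSO only). Human TDP1-complemented DT40 knockout cells, 400 cells/well, 37 °C for minimum 48 hr; ATP measured via CellTiter-Glo, 30 min dark incubation, luminescence.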
# TDP1 inh = qHTS Assay for Inhibitors of Tyrosyl-DNA Phosphodiesterase (TDP1); Tyrosyl-DNA phosphodiesterase 1 (Homo sapiens), Q9NUW8; recombinant TDP1, AlphaScreen DNA substrate cleavage; Potency, µM (titrated, usually from 130 µM), inactives show at the highest dose activity change, negative = inhibition, hits mostly inhibitors; AID 485290, 2010; 0.28% of 350,000 active; further: nearly all actives have a fitted effect of over 40% in size
# Target sequence (Q9NUW8 whole entry, looked up): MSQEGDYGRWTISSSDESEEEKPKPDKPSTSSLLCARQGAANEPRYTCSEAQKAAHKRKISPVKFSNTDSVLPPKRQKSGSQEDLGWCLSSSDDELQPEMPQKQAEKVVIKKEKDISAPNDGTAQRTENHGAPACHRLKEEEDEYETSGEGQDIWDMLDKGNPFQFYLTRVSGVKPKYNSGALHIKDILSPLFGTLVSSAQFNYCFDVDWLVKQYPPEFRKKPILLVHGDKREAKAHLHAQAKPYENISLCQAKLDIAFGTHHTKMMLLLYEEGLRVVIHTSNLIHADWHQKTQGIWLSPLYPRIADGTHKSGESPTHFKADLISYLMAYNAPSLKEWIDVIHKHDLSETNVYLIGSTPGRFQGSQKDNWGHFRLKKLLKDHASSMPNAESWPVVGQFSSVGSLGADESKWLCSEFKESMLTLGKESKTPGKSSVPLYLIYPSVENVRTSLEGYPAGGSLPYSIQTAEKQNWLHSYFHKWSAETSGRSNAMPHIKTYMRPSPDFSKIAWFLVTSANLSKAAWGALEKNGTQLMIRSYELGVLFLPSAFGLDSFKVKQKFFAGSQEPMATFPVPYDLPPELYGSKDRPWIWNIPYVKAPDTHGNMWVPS
#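 Tdp1 1 nM final; 15 min RT w/ cpd; substrate 15 nM, 5 min; beads 10 ug/ml, 10 min; AlphaScreen read. Neg ctrl: no enzyme.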
# N370S GC mod = qHTS Assay for Inhibitors and Activators of N370S glucocerebrosidase as a Potential Chaperone Treatment of Gaucher Disease. 0.092% of 330,000 active. N370S GC spleen homogenate, 4MU-glucoside fluorescence. Potency, µM (titrated, usually from 59.4 µM), for inactives: at the highest dose activity change, negative = inhibition, actives largely listed as inhibitors. Lysosomal acid glucosylceramidase (Homo sapiens), P04062. AID 2101, 2009;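 further: 0% = full enzyme activity and -100% = no enzyme basal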
# An asterisk follows results filed as active; ? = inconclusive; / = no result given; & = joins results of further samples; [ ] = remark or other dose. The call rests on the fitted dose curve; in most records, active means well fitted curve in the direction sought with a large enough effect; inconclusive means small, poorly fitted or top-dose-only effect, or another doubt; inactive means no such curve, though single readings can be large; an effect the other way counts as inactive or inconclusive. Unless noted, on the % scale 0 is the no-effect control and ±100 the full control effect; potency means the concentration at half of the fitted maximal effect. Only part of the results is shown (hit frequency here may not be typical).
# Start of the data: the first twelve records (preview)
(1) CC1(C)Cc2c(sc3nnn(CC(=O)Nc4ccccc4)c(=O)c23)CO1
(2) Cc1ccc(NS(=O)(=O)c2cccs2)c(C)c1
(3) COc1ccccc1NC(C)C(=O)Nc1ccc(C(C)=O)cc1 (stereo not given)
(4) COc1ccc(-c2nc(NC(=O)c3ccccc3)sc2-c2ccc([N+](=O)[O-])cc2)cc1
(5) CC1(C)CC(=O)C(C=Nc2ccc(NC3=C(C#N)C(=O)CC(C)(C)C3)cc2)=C(O)C1
(6) NCCC(=O)N[C@@H](Cc1cnc[nH]1)C(=O)O
(7) COc1ccc(NS(=O)(=O)c2cc(C(=O)N3CCN(C(C)=O)CC3)ccc2Cl)cc1
(8) [O-]/C(=C(\C(=S)Nc1ccc(Cl)cc1)[n+]1ccccc1)c1ccc(OC(F)F)cc1
(9) CCC(C(=O)Nc1cc(C(=O)Nc2cc(C)ccn2)ccc1Cl)c1ccccc1 (stereo not given)
(10) CCN(Cc1ccccc1)S(=O)(=O)CCNC(=O)c1ccccc1
Screen / compound no.	1	2	3	4	5	6	7	8	9	10
N370S GC mod	-1%	0%	4%	-2%[12.8 µM]	-14%	-7%	2%	13%	-4%	3%
DT40 TDP1 no CPT	?	-8%	21µM*	-18%	-38%	-6%	-1%	-24%	?	-13%
TDP1 inh	0%	4%	?	2%	2%	10%	3%	12%	-1%	-2%[0.505 µM]

(11) CCc1c(C)[nH]c(C(=O)OCc2ccccc2)c1C
(12) Cc1ccc(NC(=O)COC(=O)c2ccc(-n3cccn3)cc2)cc1C
Screen / compound no.	11	12
N370S GC mod	13%	/
DT40 TDP1 no CPT	-23%	15%
TDP1 inh	4%	-1%

# The list itself, from the first entry:
(1) CC1(C)Cc2c(sc3nnn(CC(=O)Nc4ccccc4)c(=O)c23)CO1
(2) Cc1ccc(NS(=O)(=O)c2cccs2)c(C)c1
(3) COc1ccccc1NC(C)C(=O)Nc1ccc(C(C)=O)cc1 (stereo not given)
(4) COc1ccc(-c2nc(NC(=O)c3ccccc3)sc2-c2ccc([N+](=O)[O-])cc2)cc1
(5) CC1(C)CC(=O)C(C=Nc2ccc(NC3=C(C#N)C(=O)CC(C)(C)C3)cc2)=C(O)C1
(6) NCCC(=O)N[C@@H](Cc1cnc[nH]1)C(=O)O
(7) COc1ccc(NS(=O)(=O)c2cc(C(=O)N3CCN(C(C)=O)CC3)ccc2Cl)cc1
(8) [O-]/C(=C(\C(=S)Nc1ccc(Cl)cc1)[n+]1ccccc1)c1ccc(OC(F)F)cc1
Screen / compound no.	1	2	3	4	5	6	7	8
N370S GC mod	-1%	0%	4%	-2%[12.8 µM]	-14%	-7%	2%	13%
DT40 TDP1 no CPT	?	-8%	21µM*	-18%	-38%	-6%	-1%	-24%
TDP1 inh	0%	4%	?	2%	2%	10%	3%	12%

(9) CCC(C(=O)Nc1cc(C(=O)Nc2cc(C)ccn2)ccc1Cl)c1ccccc1 (stereo not given)
(10) CCN(Cc1ccccc1)S(=O)(=O)CCNC(=O)c1ccccc1
(11) CCc1c(C)[nH]c(C(=O)OCc2ccccc2)c1C
(12) Cc1ccc(NC(=O)COC(=O)c2ccc(-n3cccn3)cc2)cc1C
(13) O=C(O)c1cccc(S(=O)(=O)N2CCN(C(c3ccccc3)c3ccccc3)CC2)c1
(14) COC(=O)CSc1nnc(-c2cccs2)n1-c1ccc(Cl)cc1
(15) COc1ccccc1CN=c1c([N+](=O)[O-])nn(-c2ccc3c(c2)OCCO3)n1O
(16) Nc1ccc2sc(N)nc2c1
Screen / compound no.	9	10	11	12	13	14	15	16
N370S GC mod	-4%	3%	13%	/	30%	11%	-19%	/
DT40 TDP1 no CPT	?	-13%	-23%	15%	5%	-5%	?	-8%
TDP1 inh	-1%	-2%[0.505 µM]	4%	-1%	/	0%	7%	0%

(17) CCOC(=O)C1=C(C)NC2=C(C(=O)CC(c3ccc(OC)c(OC)c3)C2)C1c1ccc(C)o1 (stereo not given)
(18) Cc1nc2ncnn2c(N2CCN(C(c3ccccc3)c3ccccc3)CC2)c1C
(19) O=C(N/N=C/c1cc([N+](=O)[O-])ccc1Cl)c1cc(-c2ccccc2)nc2ccccc12
(20) CC(=O)Nc1ccc(S(=O)(=O)N2CCN(C(=O)c3ncoc3-c3ccccc3C)CC2)cc1
(21) O=C(NC(Cc1ccccc1)C(=O)O)C1CCCCC1 (stereo not given)
(22) CC(C)CCN1C(=O)C2(OCCCO2)c2cc(Cl)ccc21
(23) Cn1c(=O)c(C(=O)COC(=O)c2cc(-c3ccco3)nc3ccccc23)c(N)n(Cc2ccccc2)c1=O
(24) CCc1ccc(CNC(=O)Cn2nc(-c3ccccc3)ccc2=O)cc1
Screen / compound no.	17	18	19	20	21	22	23	24
N370S GC mod	1%	-16%	11%	2%	9%	4%	7%&20%	-8%
DT40 TDP1 no CPT	?	13µM*	?	?	0%	-26%	/	-11%
TDP1 inh	2%	6%	/	/	2%	-15%	1%&-14%	4%

(25) CCOC(=O)C1(CC)NC(c2ccco2)C2C(=O)N(c3ccc(C)cc3)C(=O)C21 (stereo not given)
(26) CC1CCCCC1NC(=O)COC(=O)CNC(=O)c1cccc(F)c1 (stereo not given)
(27) O=C(O)CCCn1cc(NC(=O)c2cc(F)c(F)cc2Cl)cn1
(28) CCOC(=O)c1c(C)[nH]c(C)c1S(=O)(=O)NCC(=O)Nc1ccc(C)c(N(C)C)c1
(29) CSCCC1C(=O)OC2(C)CC(C)(C)NC(=S)N12 (stereo not given)
(30) CC(C)Sc1ncc(Cl)c(C(=O)Nc2ccc(S(=O)(=O)N3CCCCC3C)cc2)n1 (stereo not given)
(31) Cn1cc(Cl)c(C(=O)OCC(=O)c2ccccc2)n1
(32) Cc1ccc(Cn2c(C)c(CNCCCc3ccccc3)c(C(=O)O)c2C)cc1
Screen / compound no.	25	26	27	28	29	30	31	32
N370S GC mod	4%	-5%	17%	/	-8%	/	-21%	/
DT40 TDP1 no CPT	-5%	3%	23µM*	-19%	-16%	18µM*	4%	?
TDP1 inh	4%	8%	/	5%	-2%	0%	/	8%

# A second format for two compounds above:
(13) O=C(O)c1cccc(S(=O)(=O)N2CCN(C(c3ccccc3)c3ccccc3)CC2)c1
  N370S GC mod: 30% | DT40 TDP1 no CPT: 5% | TDP1 inh: /

(14) COC(=O)CSc1nnc(-c2cccs2)n1-c1ccc(Cl)cc1
  N370S GC mod: 11% | DT40 TDP1 no CPT: -5% | TDP1 inh: 0%

# More compounds follow.
(33) O=C(CNCc1cccnc1)Nc1cc(C(F)(F)F)ccc1N1CCOCC1
(34) O=C1CC(c2ccc(Br)cc2)NC(c2ccc(Br)cc2)C1c1ccccc1 (stereo not given)
(35) Cc1ccc2cccc(NS(=O)(=O)c3ccccc3)c2n1
(36) CSc1ncccc1C(=O)OCC(=O)c1ccc[nH]1
(37) Cc1ccc(NC(=O)CCSc2nnc(C)o2)cc1
(38) CCc1ccc(C(=O)NNC(=O)CCC2CCCCC2)cc1
(39) CCOC(=O)C1CCN(Cc2cnc(NC(=O)OC)s2)CC1
(40) COc1cccc(NC(=O)c2ccc(NC(=O)C3CC(=O)OC34CCCCC4)cc2)c1 (stereo not given)
Screen / compound no.	33	34	35	36	37	38	39	40
N370S GC mod	-16%	5%	-6%	/	-7%	-1%	-1%	12%
DT40 TDP1 no CPT	1%	/	21µM*	-21%	-3%	8%	8%	?
TDP1 inh	-3%	2%	2%	0%	/	-2%	-1%	5%

(41) Fc1ccc(-c2cc(C(F)(F)F)nc(NCc3ccccc3)n2)cc1
(42) COc1ccc(NC(=O)CN2CCN(CC(=O)Nc3ccccc3OC)CC2)c(OC)c1
(43) O=C(Cc1noc2ccccc12)Nc1ccc2ccccc2c1
(44) COc1ccc(CNC(=O)Nc2cccc3ccccc23)cc1
(45) CN(C)CC(O)CN1C(=O)N(CN2C(=O)N(CC(O)CN(C)C)C(=O)C2(C)C)C(C)(C)C1=O (stereo not given)
(46) COc1cc(SC)ccc1C(=O)OCC(=O)NC1CCCC1
(47) CCNc1ncc2nc(C)c(=O)n(CCOC)c2n1
(48) CCc1ccccc1NC(=O)C1CC(c2ccc(OC)cc2)=NO1 (stereo not given)
Screen / compound no.	41	42	43	44	45	46	47	48
N370S GC mod	/	-13%	16%	-1%	0%	9%	?	-27%
DT40 TDP1 no CPT	?	-8%	?	1%	3%	0%	-6%	-25%
TDP1 inh	6%	/	-2%	1%	0%	0%	/	/

(49) Cc1cc(NC(=O)CSc2ccc(-c3nc4cc(C)c(C)cc4[nH]3)cn2)no1
(50) c1cncc(-c2ccc3ncnc(N4CCNCC4)c3c2)c1
(51) CCOc1ccc(CN(C)CC(=O)Nc2ccc([N+](=O)[O-])cc2Cl)cc1
(52) CCc1nnc(NC(=O)CN2CCN(C(=O)c3ccccc3)CC2)s1
(53) COc1ccccc1N1CCN(C(=O)CSc2ncnc3scc(-c4ccccc4)c23)CC1
(54) CC1CCN(C(=O)Cn2cc(SCC(=O)Nc3ccccc3)c3ccccc32)CC1
(55) O=C1N(CCCl)c2ccc(Br)cc2C12OCCO2
(56) COCCn1c(C)cc(/C=C(\C#N)C(=O)OC(C)C(=O)Nc2ccc(NC(C)=O)cc2)c1C (stereo not given)
Screen / compound no.	49	50	51	52	53	54	55	56
N370S GC mod	2%	-8%	7%	13%	4%	/	9%	-1%
DT40 TDP1 no CPT	?	?	18µM*	5%	16µM*	-3%	-18%	-22%
TDP1 inh	/	-3%[56.1 µM]	2%	0%	3%	3%	/	-2%

(57) Cc1ccc(NC2=CC(=O)OC(C)C2)cc1 (stereo not given)
(58) CCCCc1nc2cc(C(=O)NC(C)c3cnn(C)c3)ccc2o1 (stereo not given)
(59) CC(=O)NC(c1cccc([N+](=O)[O-])c1)c1ccc2cccnc2c1O (stereo not given)
(60) O=C(CSc1nc(=O)n2ccccc2n1)N1CCN(c2ccccc2)CC1
(61) O=C(Nc1ccc2nc(SCC(=O)N3CCc4ccccc43)sc2c1)c1ccc(Cl)cc1
(62) CCN(CC)C(=O)Cn1cc(SCC(=O)Nc2cc(C)on2)c2ccccc21
(63) COc1ccccc1NC(=O)C1=C(C)Nc2c(C(=O)Nc3ccc(C)cc3)cnn2C1c1cccc(OC)c1OC (stereo not given)
(64) O=C(Cc1cccs1)N1CCN(S(=O)(=O)c2ccc(F)cc2)CC1
Screen / compound no.	57	58	59	60	61	62	63	64
N370S GC mod	11%	-6%	-7%	2%	/	8%	/	-2%
DT40 TDP1 no CPT	-3%	-6%	1µM*	?	12µM*	0%	?	7%
TDP1 inh	3%	2%	5%	0%	-3%	4%	1%	-5%

(65) O=C(OCc1nnc(-c2ccc([N+](=O)[O-])cc2)o1)C1CCN(C(=O)c2ccc(Cl)cc2)CC1
(66) Cc1csc2nc(-c3cccc(NC(=O)C(C)C)c3)cn12
(67) O=S(=O)(c1cccc(Cl)c1)N1CCN(c2nc(-c3ccccc3)nc3ccccc23)CC1
(68) Cc1ccc(NC(=O)CCCN2C(=S)NC(C)(C)CC2C)cc1 (stereo not given)
(69) COc1ccc2cnn(CCOc3cc(C)ccc3C(C)C)c(=O)c2c1OC
(70) O=C(CSc1nnc(SCc2ccc(Cl)cc2)s1)N/N=C/c1c(Cl)cccc1Cl
(71) COc1ccccc1CNC(=O)Cn1ncc2c(=O)oc3ccc(C)cc3c21
(72) CCN(CC(=O)Nc1c(F)cccc1F)C(=O)CCNC(=O)c1ccccc1OC
Screen / compound no.	65	66	67	68	69	70	71	72
N370S GC mod	2%	/	/	1%	9%	12%	/	0%
DT40 TDP1 no CPT	-18%	?	?	-12%	16µM*	26µM*	-19%	9%
TDP1 inh	3%[0.505 µM]	-3%	1%	-2%	3%	3%	6%	/

(73) CCC(C)C1NC(=S)N(C2CCCCC2)C1=O (stereo not given)
(74) CC(=O)c1cccc(N=C2NC(=O)C(CO)(CO)S2)c1
(75) N#Cc1ccccc1S(=O)(=O)N1CCN(C(=O)c2cn(-c3ccccc3)nc2-c2cccnc2)CC1
(76) CCCOc1ccc(C2C(C(=O)c3cc4ccccc4o3)=C(O)C(=O)N2c2cc(C)on2)cc1OC (stereo not given)
(77) CCOC(=O)C1=C(C)NC(C)=C(C(=O)OCC)C1C(=O)OCC(=O)NCCc1ccccc1
(78) CCOC(=O)Cn1cc(Cl)cc(C(=O)Nc2ccccc2)c1=O
(79) Cc1ccc(NC(=O)C2CCCN(S(=O)(=O)c3ccc4c(c3)oc(=O)n4C)C2)nc1 (stereo not given)
(80) Cc1cc(C2=NNC(=NCc3ccccc3)SC2)c(C)n1-c1c(C)n(C)n(-c2ccccc2)c1=O
Screen / compound no.	73	74	75	76	77	78	79	80
N370S GC mod	-4%	0%	/	0%	/	-8%	-7%	-1%
DT40 TDP1 no CPT	-15%	-2%	-19%	?	26µM*	-12%	?	?
TDP1 inh	-2%	3%	-1%	5%	1%	/	3%	3%
